# LGR2 antag: blocks bursicon-induced cAMP signaling via Drosophila LGR2 | HEK293 LGR2, CRE-luciferase, bursicon-stimulated, 4 h | inhibition, % at 9.99 µM | 380,000 compounds, 0.35% hits | AID 720647;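 active means drop in luminescence signal, shown as inhibition above about 50% in the replicate tests, limit read from the data, passing the limit was not always enough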;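 further: agonist challenge used bursicon conditioned medium at about half maximal strength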
# ERAP1 inh: blocks human ERAP1 aminopeptidase activity; inhibition, % at 10.7 µM; recombinant ERAP1, Leu-AMC fluorescence, 60 min; 340,000 compounds, 0.15% hits; AID 652197; Q9NZ08;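 active means mean replicate inhibition of at least 30%, or all replicates individually reaching that 30% level; inactive means mean below 30% and not every replicate reaching it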;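 further: 0% = neutral control wells and 100% = L-leucinethiol positive control wells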
# Target sequence (Q9NZ08 whole entry, looked up): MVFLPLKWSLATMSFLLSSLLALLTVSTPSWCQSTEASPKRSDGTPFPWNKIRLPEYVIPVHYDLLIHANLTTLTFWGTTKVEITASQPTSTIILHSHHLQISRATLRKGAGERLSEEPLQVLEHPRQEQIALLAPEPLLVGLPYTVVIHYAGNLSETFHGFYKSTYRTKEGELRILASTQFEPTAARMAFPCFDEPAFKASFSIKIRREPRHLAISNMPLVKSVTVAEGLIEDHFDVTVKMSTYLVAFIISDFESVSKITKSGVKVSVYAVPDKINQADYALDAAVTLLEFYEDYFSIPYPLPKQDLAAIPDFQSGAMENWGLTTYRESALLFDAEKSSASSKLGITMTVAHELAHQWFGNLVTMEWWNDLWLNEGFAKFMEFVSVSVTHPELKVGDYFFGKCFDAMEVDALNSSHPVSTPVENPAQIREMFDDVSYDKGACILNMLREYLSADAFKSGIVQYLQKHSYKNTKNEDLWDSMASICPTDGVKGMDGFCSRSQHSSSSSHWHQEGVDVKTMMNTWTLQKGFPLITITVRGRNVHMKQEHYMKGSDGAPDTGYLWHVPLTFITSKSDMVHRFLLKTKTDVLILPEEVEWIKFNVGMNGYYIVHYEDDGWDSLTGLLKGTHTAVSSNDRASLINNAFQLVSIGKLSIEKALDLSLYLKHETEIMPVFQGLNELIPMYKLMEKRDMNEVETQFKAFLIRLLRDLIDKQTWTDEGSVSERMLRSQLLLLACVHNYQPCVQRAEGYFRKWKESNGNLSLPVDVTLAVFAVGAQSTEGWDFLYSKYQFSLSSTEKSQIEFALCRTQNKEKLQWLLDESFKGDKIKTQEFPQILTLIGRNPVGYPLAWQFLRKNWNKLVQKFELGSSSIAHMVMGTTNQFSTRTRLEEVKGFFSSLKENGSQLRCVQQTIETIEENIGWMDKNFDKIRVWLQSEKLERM
# XiGFP reactiv: X-chromosome reactivation activator | XiGFP mouse fibroblasts, % GFP-positive cells imaging, 3 d; cells co-treated with 5-aza-dC sensitizer; scaled so ellipticine positive control = 100% | activation, % at 7.58 µM | 360,000 compounds, 0.055% hits | AID 743238;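 active means mean normalized replicate activation at least 10% and every replicate at or above 10%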;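 further: 0% = median of on-plate neutral control wells and 100% = ellipticine 6 µM median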
#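 Material: XiGFP fibroblasts, SV40-immortalized; Buffer or medium: DMEM containing 5-aza-dC; Compound dosing: single point; Times: 3 days compound exposure.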
# PGC1a acetyl inh: lowers PGC1a acetylation signal in U2OS cells | AID 651687 | inhibition, % at 15.6 µM | 350,000 compounds, 0.17% hits | AlphaScreen anti-acetyl-lysine; with virally co-expressed GCN5 acetyltransferase;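 active means every replicate shows inhibition of at least 40%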;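 further: 0% = neutral control wells and 100% = positive control wells; some results beyond the cut were filed as inactive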
# Cneo AK release: causes C. neoformans cell lysis; 360,000 compounds, 0.2% hits; lysis activity, % at 15 µM; AID 651654; adenylate kinase release luminescence, 4 h; normalised: neutral wells 0, clomiphene wells 100;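 active means mean lysis activity across replicates of at least 80%, whatever share of replicates individually reach that level; inactive means mean lysis activity below 80%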
#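 Assay system: log-phase C. neoformans yeast / Quantity: yeast cell density of 5 × 10^6 cells/mL / Medium: fresh YPD growth medium / Compound: single dose / Timing: static 4 h at 37 °C with compound, 1 h detection / Measured by: adenylate kinase release luminescence / Read-out: lysis from increased AK signal / Benchmarks: Clomiphene as positive lysis control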
# S100A4 MyoIIA: blocks human S100A4 binding to myosin IIA peptide; P26447; S100A4/TAMRA-MyoIIA peptide fluorescence polarization; inhibition, % at 10.7 µM; 360,000 compounds, 0.14% hits;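 active means mean inhibition of at least 70% across replicates, with every replicate also reaching that level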
# Target sequence (P26447 whole entry, looked up): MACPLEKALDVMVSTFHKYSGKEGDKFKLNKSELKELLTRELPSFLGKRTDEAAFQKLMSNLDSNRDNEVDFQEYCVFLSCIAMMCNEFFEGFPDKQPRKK
#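 Compound dosing: one dose per compound; test system: human S100A4 monomer with TAMRA-labelled myosin IIA peptide; probe or stimulus: TAMRA-labelled myosin IIA heavy-chain peptide probe, 5 nM; medium: HEPES buffer with Ca2+, pH 7.2; schedule: 5 min incubation before reading; benchmarks: neutral control DMSO, positive control TFP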
# C2C12 statin: suppression of simvastatin myotoxicity | C2C12 myotubes + simvastatin, ATP luminescence, 48 h; scaled: DMSO 0, geranylgeraniol control 100 | 330,000 compounds, 0.78% hits | rescue of ATP level, % at 7.49 µM;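 active means mean ATP rescue above about 67%, or every replicate alone reaching that limit, limit read from the data, passing the limit was not always enough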;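 further: myotubes were challenged with 10 µM simvastatin during compound exposure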
# SIRT5 inh: sirtuin-5 (human) deacylase inhibition. Purified SirT5, succinyl-peptide AMC, trypsin-coupled fluorescence. inhibition, % at 15 µM. 330,000 compounds, 1.1% hits. AID 652115; in the data active means inhibition above about 15%
# Active calls of the source: *; / = not tested or not shown; & = joins results of further samples.
# Order of results: LGR2 antag, ERAP1 inh, XiGFP reactiv, PGC1a acetyl inh, Cneo AK release, S100A4 MyoIIA, C2C12 statin, SIRT5 inh
> CO[C@H]1CN(C)C(=O)c2cc(NC(=O)c3ccc(F)cc3)ccc2OC[C@@H](C)N(C(=O)c2ccc(F)cc2)C[C@@H]1C
  -5.3, 2.6, 0.1, -0.7, 53.9, -0.8, -3.9, 1.4
> Cc1csc2nc(CNS(=O)(=O)c3ccc4c(c3)OCCO4)cn12
  10.0, 1.6, 0.0, 1.3, 2.1, 3.0, 0.4, -3.4
> COc1cccc(C(=O)N2CCC[C@H]2C(=O)N2CCC[C@H]2C(=O)NCc2ccccn2)c1
  12.2, /, 0.1, /, /, -1.5, /, -0.7
> COc1cccc(-c2ccc([C@H]3[C@@H](CO)N4C(=O)CN(C(=O)C5CCCCC5)C[C@@H]34)cc2)c1
  3.2, -2.7, 0.0, -16.2, /, 8.0, /, -0.1
> COc1ccc2nc(NC(=O)Cn3cnc4ccccc4c3=O)sc2c1
  -6.0, /, /, 2.0, -1.7, -0.5, -10.9, -13.0
> CN(c1ccccc1)S(=O)(=O)c1ccc2ccccc2c1
  1.4, -0.1, 0.0, -8.3, -0.7, 7.5, -11.4, -0.5
> CCN(CC(=O)NCc1cccs1)C(=O)c1cccc(S(=O)(=O)Nc2ccc(OC)cc2)c1
  8.2, 0.6, 0.6, /, /, -1.8, 8.7, 0.7
> CC(C)NC(=O)N1CC[C@@H]2[C@@H](CO)N(C)c3ccc(-c4cccc(F)c4)cc3[C@@H]21
  20.0, /, 0.1, 9.9, 92.4*, /, 3.1, /
> O=C(CCNS(=O)(=O)c1ccc(Cl)cc1)N1CCCC1
  5.5, -2.2, -0.2, /, 0.1, -2.1, /, -7.0
> COc1cccc(COC(=O)C(Cc2ccccc2)NC(=O)c2ccco2)c1 (configuration not stated)
  -3.6, 0.2, -0.1, 7.0, 1.5, 1.9, -3.5, /
> O=C(Nc1ccc2c(c1)OCCO2)c1cc(-c2ccccn2)nc2ccc(Br)cc12
  6.8, -1.5, 0.0, -5.9, -3.2, 20.5, -2.0, 4.1
> CC(=O)c1sc(NC(=O)CN2C(=O)C3CC=CCC3C2=O)nc1-c1ccccc1 (configuration not stated)
  -17.9, 2.2, -0.1, -0.7, 1.8, -4.4, -8.5, 2.0
> COc1ccc(-c2noc(N3CCC(C(=O)Nc4ccccc4F)CC3)n2)cc1
  -18.1, 0.2, -0.1, /, -1.7, 1.1, 8.5, 1.8
> CCN(CC)C(=O)c1sc(NC(=O)c2cccc([N+](=O)[O-])c2)c(C#N)c1C
  -15.8, -3.0, 0.7, /, /, -13.1, /, -3.3
> O=C(c1ccccc1)N1N=C(c2ccccc2O)CC1c1ccccc1 (configuration not stated)
  0.3, -2.0, 0.2, -8.0, 0.3, -4.8, 9.8, 1.4
> O=C(NCCN1CCOCC1)c1sc2cc(Cl)ccc2c1Cl
  -2.3, -0.2, 0.0, 1.3, -0.9, 2.8, -17.3, 0.6
> CC(C)(C)OC(=O)N1CCC(c2c(C(=O)NC3CC3)cnn2-c2ccc(Cl)cc2)CC1
  6.5, -0.5, 0.2, -8.0, -14.7, -2.1, 16.7, 0.8
> CCN1C(C)=C(C)S/C1=C1\SC(=S)N(C2CCCCC2)C1=O
  /, -3.5, 0.0, /, /, -9.3, /, 1.6
> CC=Cc1ccc2n(c1=O)C[C@H]1[C@H](CO)[C@@H](C(=O)NCc3ccc4c(c3)OCO4)[C@@H]2N1C(=O)C1CC1 (mixture of isomers)
  7.8, 2.1, 0.2, 23.1, 104.2*, 3.4, -7.6, 2.8
> C#CCOCCOCCOCCNc1nc(N2CCN(C(=O)Cn3cc(CCO)nn3)CC2)nc(N2CCN(C(=O)Cn3cc(CC(C)O)nn3)CC2)n1 (configuration not stated)
  -0.9, /, 0.0, -8.5, 1.5, /, 0.3, /

# Brought forward from above: 6 entries; new compounds follow.
# Order of results: LGR2 antag, ERAP1 inh, XiGFP reactiv, PGC1a acetyl inh, Cneo AK release, S100A4 MyoIIA, C2C12 statin, SIRT5 inh
> O=C(c1ccccc1)N1N=C(c2ccccc2O)CC1c1ccccc1 (configuration not stated)
  0.3, -2.0, 0.2, -8.0, 0.3, -4.8, 9.8, 1.4
> O=C(NCCN1CCOCC1)c1sc2cc(Cl)ccc2c1Cl
  -2.3, -0.2, 0.0, 1.3, -0.9, 2.8, -17.3, 0.6
> CC(C)(C)OC(=O)N1CCC(c2c(C(=O)NC3CC3)cnn2-c2ccc(Cl)cc2)CC1
  6.5, -0.5, 0.2, -8.0, -14.7, -2.1, 16.7, 0.8
> CCN1C(C)=C(C)S/C1=C1\SC(=S)N(C2CCCCC2)C1=O
  /, -3.5, 0.0, /, /, -9.3, /, 1.6
> CC=Cc1ccc2n(c1=O)C[C@H]1[C@H](CO)[C@@H](C(=O)NCc3ccc4c(c3)OCO4)[C@@H]2N1C(=O)C1CC1 (mixture of isomers)
  7.8, 2.1, 0.2, 23.1, 104.2*, 3.4, -7.6, 2.8
> C#CCOCCOCCOCCNc1nc(N2CCN(C(=O)Cn3cc(CCO)nn3)CC2)nc(N2CCN(C(=O)Cn3cc(CC(C)O)nn3)CC2)n1 (configuration not stated)
  -0.9, /, 0.0, -8.5, 1.5, /, 0.3, /
> COCC(=O)N(Cc1cc2ccccc2[nH]c1=O)c1ccc(OC)cc1
  10.3, /, /, 3.7, -4.0, /, 12.0, /
> O=C(NNC(=O)c1ccccc1OCc1ccccc1)c1ccccc1O
  8.3, 2.6, 0.0, 8.1, -5.5, 1.5, 7.4, -2.8
> Cc1c(NC(=O)Nc2cccs2)cccc1[N+](=O)[O-]
  -0.2, -6.5, 0.2, 10.8, /, 4.3, /, -4.8
> O=C(CC(=O)c1c(F)cccc1Cl)c1ccccc1O
  -27.9, 1.0, 0.1, -9.8, -3.4, -0.4, 18.4, -1.0
> Cc1ccc(S(=O)(=O)N2CCC[C@H]2C(=O)OCCN2C(=O)c3ccccc3C2=O)cc1
  6.4, -7.7, -0.1, -4.8, -0.4, -7.8, 9.6, -4.3
> C[C@@H]1CCCCO[C@H](CN(C)C(=O)CCCN(C)C)[C@H](C)CN([C@H](C)CO)C(=O)c2cc(NC(=O)NC3CCCCC3)ccc2O1
  -0.3, -3.5, -0.2, -6.0, 1.0, 2.8, /, -8.3
> COc1ccccc1C(=O)Nc1cccc(C(=O)c2ccccc2)c1
  -5.2, -1.0, 0.0, -3.0, -7.5, -3.7, -15.6, -2.4
> COc1ccccc1NC(=O)CN(C)S(=O)(=O)c1ccc2c(c1)CCC(=O)N2
  -4.4, 2.9, 0.0, 1.9, -1.1, -1.8, -16.8, -0.4
> Cc1c(NC(=O)CCc2ccc(S(=O)(=O)N3CCOCC3)cc2)c(=O)n(-c2ccccc2)n1C
  0.0, -2.9, -0.3, -2.3, 1.7, -12.6, /, -3.9
> CCOc1ccccc1N1CCN(C(=O)COc2ccc3c(C)cc(=O)oc3c2)CC1
  15.8, 8.5, 0.0, -27.4, /, -3.5, /, -2.5
> COc1ccc2nc(SCC(=O)NC3CCCCC3)[nH]c2c1
  3.6, -1.7, 0.0, 9.7, -14.2, -1.9, -3.6, 0.2
> CC(=O)N1CCN(c2ccccc2NC(=O)c2ccc(C#N)cc2F)CC1
  -11.1, -0.3, 0.0, 2.7, /, -6.3, /, -2.5
> Cc1ccc(-c2ccc3c(c2)O[C@@H](CN(C)Cc2cccnc2)[C@H](C)CN([C@@H](C)CO)S3(=O)=O)cc1
  16.3, -1.2, -1.4, 8.6, 56.4, 4.1, -20.5, -0.5
> COc1ccc(S(=O)(=O)N2CCN(C(=O)CN3C(=O)NC(C)(c4ccc5ccccc5c4)C3=O)CC2)cc1 (configuration not stated)
  2.3, -0.8, 0.0, /, /, -6.4, 11.7, -2.9
> CCc1cccc(C)c1NC(=O)Nc1ccc2c(c1)OCO2
  -15.8, -2.2, 0.1, /, /, -0.8, /, -2.0
> C[C@@H]1CN([C@H](C)CO)C(=O)c2cc(NC(=O)Nc3cccc4ccccc34)ccc2O[C@@H]1CN(C)Cc1ccc(C(=O)Nc2ccccc2N)cc1
  -8.5, 2.1, 0.1, -3.4, 1.5, 15.8, 148.7*, 15.4*
> COc1ccc(OC)c(NC(=O)C2CCN(C(=O)c3cccs3)CC2)c1
  -2.9, 7.1, 0.1, /, /, 2.6, /, 22.1*
> CCCCNC(=O)c1cc2c(-c3ccc(Cl)cc3)nn(C)c2s1
  15.3, -0.8, -0.2, 2.9, 1.4, -1.7, -8.0, /
> Cn1[nH]c(C(F)(F)F)c(C=Nc2ccc(Cl)cc2)c1=O
  -1.9, -1.1, 0.0, /, -0.6, 5.6, 1.2, 2.6
> COc1cccc(CN2CC(C(=O)N3CCN(c4ccc(Cl)cc4)CC3)CCC2=O)c1 (configuration not stated)
  -13.5, -2.1, 0.1, /, -0.7, -4.4, -0.4, -1.0
> O=C(Nc1ccc(-c2csc(Nc3ccccc3)n2)cc1)c1cc([N+](=O)[O-])cc(C(F)(F)F)c1
  -20.7, 5.7, 0.0, -10.8, 1.2, 0.3, 7.1, /
> Cc1ccccc1N1CCN(C2CCCN(C(=O)c3ccccn3)C2)CC1 (configuration not stated)
  7.1, -0.4, 0.0, -8.1, 1.6, 5.0, 2.8, -2.4
> C[C@@H]1CN([C@@H](C)CO)C(=O)c2cccc(NC(=O)c3ccc(-c4nccs4)cc3)c2O[C@@H]1CN(C)C(=O)Nc1ccc(F)cc1
  11.3, -0.1, -1.3, -1.1, -1.1, 1.1, 53.6, 5.2
> CCCCN(C(=O)c1ccc2c(c1)OCO2)c1c(N)n(CC(C)C)c(=O)[nH]c1=O
  -9.5, -1.0, 0.2, 5.4, 0.6, 0.0, 1.9, -0.3
> O=C1C(=O)N(CCN2CCOCC2)C(c2ccccc2F)/C1=C(\O)c1ccc(S(=O)(=O)N2CCOCC2)cc1 (configuration not stated)
  -1.2, -0.9, 0.3, 16.3, 4.4, -2.6, -40.5, -6.7
> O=C(Nc1nc2cc3c(cc2s1)OCCO3)C1CCCCC1
  9.3, -4.4, -0.1, 4.4, -4.8, -1.1, -52.3, 1.3
> O=C(c1cc([N+](=O)[O-])ccc1N1CCOCC1)N1CCCC1
  -7.3, /, 0.0, /, 3.1, /, 14.4, /
> CC1CCN(C(=O)CCc2nnc3ccc(N4CCC5(CC4)OCCO5)nn23)CC1
  -5.0, -5.1, 0.0, -0.5, 2.3, -1.7, 14.5, -1.5
> CCOC(=O)c1c(-c2ccccc2)[nH]c2ccc(O)cc12
  -25.8, /, /, 5.4, 0.6, /, -15.1, /
> C[C@H](CO)N1C[C@H](C)[C@H](CN(C)C(=O)Nc2ccccc2)Oc2ncc(-c3ccccc3)cc2C1=O
  6.8, -2.4&-2.3, -0.6, -13.1&3.2, -2.1&-1.1, -28.7&-1.1, 0.7&-2.1, -3.6&10.1

# An excerpt (hit frequency here may not be typical).
